# High-throughput results: PubChem, National Center for Advancing Translational Sciences (NCATS)
# TGFb SMAD3 inh: qHTS for Inhibitors of TGF-b. 410,000 tested, 1.2% active. Potency, µM (series often up to 46.1 µM), for inactives: at the top dose activity, negative = inhibition, actives largely listed as inhibitors. HepG2 CAGA-GFP TGF-b/SMAD3 reporter, GFP fluorescence, 18 h; TGF-beta stimulated, 500 pg/mL final. AID 588855, 2011; also: potency is read from the fitted curve at half-maximal effect; % is scaled to controls: 0 for no effect and ±100 for the full control effect; nearly all actives have a fitted effect of over 65% in size
#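 Cell-based qHTS in HEPG2 carrying a CAGA-GFP Smad reporter; compounds added before 500 pg/mL final TGF-beta, 18 h incubation at 37 degrees C, GFP fluorescence quantified per cell by imaging cytometry.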
# A549 viability: Nrf2 qHTS screen for inhibitors: counterscreen for cytotoxicity; A549 ARE-Fluc cells, CellTiter-Fluor viability, 18-24 h; Potency, µM (series often up to 46 µM), without a hit: at the top dose activity change, negative = cytotoxicity, hits mostly inhibitors; 390,000 tested, 0.16% active; also: potency is read from the fitted curve at half-maximal effect; % is scaled to controls: 0 for no effect and ±100 for the full control effect
#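 Cytotoxicity counterscreen: CellTiter-Fluor fluorescence was measured in A549 ARE_Fluc cells after 18-24 h of compound exposure in a concentration series. The subsequent BugLite luminescent read reports ARE-luciferase activity.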
# Nrf2 block: Nrf2 qHTS screen for inhibitors; A549 ARE-Fluc reporter, luciferase luminescence, 18-24 h; Potency, µM (doses to about 46 µM), for the others: at the top dose activity change, negative = inhibition, most hits filed as inhibitors; 360,000 tested, 2.1% active; AID 504444, 2011; also: potency is read from the fitted curve at half-maximal effect; % is scaled to controls: 0 for no effect and ±100 for the full control effect; nearly all actives have a fitted effect of over 60% in size
#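 Concentration-response testing used A549 ARE_Fluc cells at 5000 cells/well. Following an 18-24 h compound incubation, viability was read by fluorescence (Ex 405/Em 525) and luciferase output by luminescence.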
# S2 tox: Viability Counterscreen for Primary qHTS for Inhibitors of ATXN expression; S2 cells (HEK-293 line with an ATXN2-luciferase reporter) viability, CellTiter-Fluor protease fluorescence, 24 h; Potency, µM (highest dose often 56.7 µM), actives largely listed as cytotoxic; 400,000 tested, 0.49% active; also: potency is read from the fitted curve at half-maximal effect; nearly all actives have a fitted effect of over 40% in size
# HepG2 viability: qHTS for Inhibitors of TGF-b: Cytotox Counterscreen. HepG2 CAGA-GFP viability, ATP luminescence, 18 h. 410,000 tested, 0.76% active. Potency, µM (highest dose often 46.1 µM), for the others: top-dose activity change, negative = cytotoxicity, actives largely listed as cytotoxic; also: potency is read from the fitted curve at half-maximal effect; some results filed as inactive show a strong effect at the top dose
#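 HepG2 CAGA-GFP cells (1000/well, DMEM with 1% FBS) received compound, then TGF-beta at 500 pg/mL final, and were incubated 18 hours at 37 degrees C. Viability was read by CellTiter-Glo luminescence. Media-only wells were set as complete cell-killing and DMSO as no toxicity.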
# Mm-Cpn inhibitor: Inhibitors of TCP-1 ring complex (TRiC) of Methanococcus maripaludis (MmCpn): qHTS. purified Mm-Cpn ATPase, ADP Transcreener TR-FRET. 330,000 tested, 0.031% active. Chaperonin Mm-Cpn (Methanococcus maripaludis). Potency, µM (top dose mostly 76.9 µM), inactives show at the top dose activity, negative = inhibition, usual class: inhibitors; also: potency is read from the fitted curve at half-maximal effect; % is scaled to controls: 0 for no effect and ±100 for the full control effect; nearly all actives have a fitted effect of over 80% in size
#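 Inhibition of chaperonin ATP hydrolysis is measured as reduced ADP production, detected by competitive TR-FRET in which signal falls with ADP. Final enzyme 25 nM and ATP 10 uM, reacted 30 min at 37°C.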
# Nrf2 ARE act: qHTS of Nrf2 Activators | Potency, µM (top dose mostly 46.1 µM), for the others: top-dose activation, usual class: activators | AID 624171, 2012 | AREc32 ARE-luciferase reporter (MCF7-derived line), luminescence, 24 h | 410,000 tested, 0.31% active; also: potency is read from the fitted curve at half-maximal effect; % of control where 0% means no effect; nearly all actives have a fitted effect of over 65% in size
#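 Luminescent ARE reporter assay in AREc32_Fluc cells: overnight plating at 37 deg C, 24 hr compound incubation, Steady-Glo added, 30 min RT before reading.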
# CCT chaperon mod: High-Throughput Screening for Modulators of Cytosolic Chaperonin Activity; activity change, % (no concentration beside the values), hits read low; purified chaperonin ATPase assay, HTRF ADP detection, 30 min; 360,000 tested, 0.3% active; in the data active = activity change below about -30%; also: % is scaled to controls: 0 for no effect and ±100 for the full control effect
#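 TRiC at 40 or 20 nM final (batch-dependent) in 30 mM Tris pH 7.4, 100 mM KCl, 5 mM MgCl2, 1 mM DTT, with compound at single 76 uM and 10 uM ATP, 30 min at 37 deg C. ADP detected by HTRF Transcreener, 665/615 ratio.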
# pAkt inh: HTS Assay for Inhibitors of Akt Phophorylation: Primary Screen | Neuro2A IGF-stimulated pAkt S473 HTRF, 20 min; hits give low values | activity change, % for hits at 50 µM | 360,000 tested, 0.32% active | AID 651550, 2012; in the data active = activity change below about -80%; inconclusive = mostly about -51% to -80%; also: % is scaled to controls: 0 for no effect and ±100 for the full control effect
#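 Neuro2A cells (4,500/well, DMEM with 0.5% FBS) were treated with compound at a single 50 µM final concentration, stimulated with 6 nM IGF for 20 min at 37 °C, and lysed. Phospho-Akt Ser473 was read by HTRF as 665/615 ratio ×10^4.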
# * = called active by the depositor; i = inactive; ? = inconclusive; . = not tested or not shown; & = joins results of further samples. Unless noted, calls follow the shape of the dose curve; as a rule, active = well fitted curve in the direction sought with a large enough effect; inconclusive = small, poorly fitted or top-dose-only effect, or another doubt; inactive = no such curve, though single readings can be large; an effect the other way counts as inactive or inconclusive.
# Abbreviations: A = TGFb SMAD3 inh; B = A549 viability; C = Nrf2 block; D = S2 tox; E = HepG2 viability; F = Mm-Cpn inhibitor; G = Nrf2 ARE act; H = CCT chaperon mod; I = pAkt inh
Compound: CC(=O)Nc1ccc(S(=O)(=O)N(CC(=O)NC2CC2)Cc2ccccc2)cc1
  A = 4%; B = -1%; C = -7%; D = i; E = 4%; F = 1%; G = -1.2%; H = -0.9; I = i
Compound: Cc1coc(C)c1C(=O)CC1(O)C(=O)N(Cc2ccccc2)c2ccccc21 (configuration not stated)
  A = ?; B = -2%; C = ?; D = i; E = -32%; F = .; G = 15%; H = -2.0; I = -95%*
Compound: Nc1nnc(SCC(=O)c2ccc3c(c2)NC(=O)CO3)s1
  A = 23%; B = -3%; C = 5%; D = i; E = 12%; F = -2%; G = 0.4%; H = -1.5; I = i
Compound: O=C(O)c1ccc(NS(=O)(=O)/C=C/c2ccccc2)cc1
  A = 5%; B = 6%; C = .; D = i; E = 6%; F = 0%; G = 0.2%; H = -0.7; I = i
Compound: O=C(NC1CCCCC1)c1cc2c(Cl)nc3ccccc3c2s1
  A = ?; B = -4%; C = 0%; D = i; E = 1%; F = .; G = -1.3%; H = .; I = .
Compound: Cc1cc(C)c(CSc2ncnc3nc[nH]c23)c(C)c1
  A = -12%; B = 4%; C = -4%; D = i; E = -15%; F = -1%; G = -0.1%; H = 1.9; I = i
Compound: CC(C)(C)C(=O)Nc1nc(NC(=O)C(C)(C)C)nc(-c2ccccc2Cl)n1
  A = -2%; B = -2%; C = -17%; D = i; E = -34%; F = 0%; G = -0.3%; H = 1.4; I = i
Compound: CCC(=O)Nc1sc2c(c1C#N)CC(C)(CC)OC2 (configuration not stated)
  A = 0%; B = 4%; C = -14%; D = .; E = -6%; F = -1%; G = 0.0%; H = -0.2; I = .
Compound: Cc1cc(C)cc(NC(=O)C(=O)NCC(c2cccnc2)N2CCc3ccccc3C2)c1 (configuration not stated)
  A = ?; B = 1%; C = 11%; D = .; E = -20%; F = .; G = -0.8%; H = .; I = .
Compound: O=C(CS(=O)(=O)c1cccc2nsnc12)Nc1ccc(F)cc1F
  A = -12%; B = -2%; C = .; D = .; E = -21%; F = .; G = -0.6%; H = .; I = .
Compound: c1ccc(-c2csc(CN3CCCCC3)n2)cc1
  A = -3%; B = 4%; C = ?; D = i; E = -11%; F = .; G = -0.6%; H = -1.9; I = i
Compound: Cn1nc(C(=O)NCc2cccs2)c2ccccc2c1=O
  A = 7%; B = -15%; C = ?; D = i; E = -6%; F = -1%; G = 5.1%; H = 0.5; I = i
Compound: Cc1nnc(NC(=O)C(C)Oc2ccc3c(C)cc(=O)oc3c2)s1 (configuration not stated)
  A = 26%; B = 0%; C = .; D = i; E = 5%; F = -1%; G = 2.1%; H = -3.2; I = i
Compound: CC(C)CCn1nnnc1C(c1ccccc1)N1CCC(C(N)=O)CC1 (configuration not stated)
  A = -2%; B = -19%; C = -11%; D = i; E = 1%; F = -1%; G = -0.1%; H = -2.5; I = i
Compound: C/C(CC(=O)Nc1cccc(Cl)c1Cl)=N\NC(=O)c1ccccc1C
  A = ?; B = 2%; C = 8%; D = i; E = -22%; F = -2%; G = 6.9%; H = 0.6; I = i
Compound: CCOc1ccc(NC(=O)CN(Cc2ccccc2)S(=O)(=O)c2ccc3nc(C)sc3c2)cc1
  A = -8%; B = -1%; C = -30%; D = i; E = -12%; F = .; G = 2.4%; H = .; I = .
Compound: Cc1ccc2nc(-c3cccc(SC4CCCCC4)c3)c(NC3CCCCC3)n2c1
  A = -13%; B = -16%; C = -14%; D = i; E = -18%; F = 1%; G = -0.1%&-1.2%; H = -0.2&-3.1; I = i
Compound: CN(C)c1nc(OCCNC(=O)Nc2ccccc2)nc(N2CCOCC2)n1
  A = 11%; B = 14%; C = -6%; D = i; E = 0%; F = 0%; G = 0.0%; H = 1.6; I = i
Compound: Cc1cccc(N=Cc2ccccc2O)c1C
  A = -1%; B = .; C = .; D = i; E = -5%; F = .; G = -1.0%; H = 2.3; I = i
Compound: c1ccc(C(c2ccccc2)N2CCN(c3nc4ccccc4n4cnnc34)CC2)cc1
  A = ?; B = -17%; C = 18µM*; D = i; E = 3%; F = 0%; G = 0.0%; H = -0.4; I = i
Compound: CC1CCCC(NC(=O)CCS(=O)(=O)c2ccc3c(c2)NC(=O)CS3)C1C (configuration not stated)
  A = -1%; B = -4%; C = ?; D = i; E = -9%; F = 0%; G = 2.2%; H = -0.9; I = i
Compound: COC(C(=O)Nc1cccc([N+](=O)[O-])c1)c1ccccc1 (configuration not stated)
  A = -11%; B = 1%; C = -10%; D = i; E = -8%; F = 2%; G = 24%; H = -2.2; I = i
Compound: COc1ccc(-c2nsc(SCC(=O)NCC3CCCO3)n2)cc1 (configuration not stated)
  A = 6%; B = -6%; C = 2%; D = i; E = -3%; F = 1%; G = 1.6%; H = -2.1; I = i
Compound: Cc1nc(-c2ccccc2)sc1-c1ccc(SCC(=O)Nc2ccc(F)cc2F)nn1
  A = 28%; B = 2%; C = 11%; D = .; E = 6%; F = .; G = 5.1%; H = .; I = .
Compound: OCC[C@H]1C[C@H](O)[C@@H](O)[C@]2(CCCO2)O1
  A = 12%; B = 1%; C = -3%; D = i; E = 7%; F = .; G = 0.0%; H = -65*; I = i
Compound: CCSC1=C(C#N)C(c2ccc(C)o2)CC(=O)N1 (configuration not stated)
  A = 29%; B = 9%; C = -4%; D = i; E = 19%; F = -1%; G = 2.4%; H = -1.2; I = i
Compound: Cc1ccc(-n2ncc3c2CCCC3NC(=O)c2csnn2)cc1C (configuration not stated)
  A = -4%; B = 1%; C = 12%; D = i; E = -6%; F = -1%; G = 0.1%; H = 0.6; I = i
Compound: CCN(CC)CCCC(C)n1c(C)cc(C(=O)NS(=O)(=O)c2ccc(C)cc2)c1C (configuration not stated)
  A = 2%; B = .; C = .; D = ?; E = 3%; F = .; G = 0.1%; H = -6.5; I = i
Compound: O=C(NN1C(=O)/C(=C/c2ccc(O)c(O)c2)SC1=S)c1ccccc1
  A = -26%; B = ?; C = ?; D = ?; E = -19%; F = -7%; G = 2.3%; H = -2.8; I = i
Compound: CN1CCc2c(sc3nc(SCC(=O)N4CCOCC4)n(-c4ccc(Cl)cc4)c(=O)c23)C1
  A = -5%; B = -7%; C = 14%; D = i; E = 5%; F = -9%; G = 0.6%; H = 0.9; I = i

# Next part, starting with the last 3 of the part before.
# Values in the order: TGFb SMAD3 inh	A549 viability	Nrf2 block	S2 tox	HepG2 viability	Mm-Cpn inhibitor	Nrf2 ARE act	CCT chaperon mod	pAkt inh
- CCN(CC)CCCC(C)n1c(C)cc(C(=O)NS(=O)(=O)c2ccc(C)cc2)c1C (configuration not stated)
  2%	.	.	?	3%	.	0.1%	-6.5	i
- O=C(NN1C(=O)/C(=C/c2ccc(O)c(O)c2)SC1=S)c1ccccc1
  -26%	?	?	?	-19%	-7%	2.3%	-2.8	i
- CN1CCc2c(sc3nc(SCC(=O)N4CCOCC4)n(-c4ccc(Cl)cc4)c(=O)c23)C1
  -5%	-7%	14%	i	5%	-9%	0.6%	0.9	i
- O=C(CC1SC(=Nc2ccc(O)cc2)NC1=O)Nc1ccccc1 (configuration not stated)
  4%	1%	-9%	i	-1%	0%	4.2%	-1.5	i
- O=C(c1ccc(Cl)cc1)N1CCN(c2ncccn2)CC1
  1%	9%	1%	i	-16%	-2%	2.4%	-0.8	i
- CCCN(C(=O)c1ccco1)c1nnc(-c2cccc(C)c2)s1
  1%	24%	?	i	-9%	-1%	10µM*	1.5	i
- CCOC(=O)c1cc2sccc2n1CCCN1C(=O)c2ccccc2C1=O
  -15%	-15%	?	i	-4%	2%	0.1%	1.8	i
- CC1CCN(CCCCOc2ccccc2F)CC1
  -5%	2%	10%	i	-22%	0%	-0.5%	-2.5	i
- COc1ccc(N2CCN(CCC(=O)c3ccc4ccccc4c3)CC2)cc1
  11µM*	-19%	-15%	i	-114%	-1%	?	1.6	i
- CC(=O)c1ccc(N2CCN(S(=O)(=O)c3c(C(=O)N4CCCCC4)c(C)n(C)c3C)CC2)cc1
  3%	-3%	-14%	i	0%	1%	3.1%	0.8	i
- COc1ccccc1N1CCN(CC(=O)Nc2nc(C)c(C(=O)N(C)C)s2)CC1
  -3%	1%	-3%	i	-35%	-2%	-0.5%	-1.2	i
- CCc1nn2c(=O)cc(COC(=O)c3cccc(NC(=O)CCc4ccccc4)c3)nc2s1
  0%	0%	.	.	-15%	.	0.3%	.	.
- O=C(CSc1ncnc2c1cnn2CCO)Nc1cccc(C(F)(F)F)c1
  -4%	-1%	-27%	i	-12%	1%	2.9%	-5.2	i
- CC1CCC(NC(=O)C2CC(=O)N(c3ccc4c(c3)OCCO4)C2)CC1 (configuration not stated)
  -21%	-1%	-11%	i	-24%	-6%	0.3%	1.3	i
- CCCN1CCN(C(=O)CCCNC(=O)c2ccc(Cl)cc2)CC1
  8%	3%	7%	i	11%	1%	0.0%	0.3	i
- Cc1cc(C(=O)C(C)OC(=O)C2=NNC(=O)CC2)c(C)n1-c1ccc(OC(F)F)cc1 (configuration not stated)
  1%	-3%	-35%	i	3%	1%	0.9%	-2.8	i
- O=C(Nc1ccc(F)cc1)Nc1ccc(Oc2ncnc3cc(Cl)ccc23)nc1
  5%	-14%	10%	i	-2%	-1%	0.0%	1.0	i

# Records above printed as active in pAkt inh:
mol,TGFb SMAD3 inh,Mm-Cpn inhibitor,Nrf2 ARE act,CCT chaperon mod,pAkt inh
Cc1coc(C)c1C(=O)CC1(O)C(=O)N(Cc2ccccc2)c2ccccc21 (configuration not stated),?,.,15%,-2.0,-95%*
